# From PubChem BioAssay
# PGK inhibitor: qHTS Assay to Find Inhibitors of Phosphoglycerate Kinase. Phosphoglycerate kinase, glycosomal (Trypanosoma brucei brucei), P07378. PGK/GAPDH coupled, Kinase-Glo luminescence, 60 min. Potency, µM (series often up to 57.5 µM), for inactives: at the highest dose activity change, negative = inhibition, usual class: inhibitors. 380,000 tested, 0.043% active; further: on the % scale 0 is the no-effect control and ±100 the full control effect; nearly all actives have a fitted effect of over 60% in size
# Target sequence (P07378 whole entry, looked up): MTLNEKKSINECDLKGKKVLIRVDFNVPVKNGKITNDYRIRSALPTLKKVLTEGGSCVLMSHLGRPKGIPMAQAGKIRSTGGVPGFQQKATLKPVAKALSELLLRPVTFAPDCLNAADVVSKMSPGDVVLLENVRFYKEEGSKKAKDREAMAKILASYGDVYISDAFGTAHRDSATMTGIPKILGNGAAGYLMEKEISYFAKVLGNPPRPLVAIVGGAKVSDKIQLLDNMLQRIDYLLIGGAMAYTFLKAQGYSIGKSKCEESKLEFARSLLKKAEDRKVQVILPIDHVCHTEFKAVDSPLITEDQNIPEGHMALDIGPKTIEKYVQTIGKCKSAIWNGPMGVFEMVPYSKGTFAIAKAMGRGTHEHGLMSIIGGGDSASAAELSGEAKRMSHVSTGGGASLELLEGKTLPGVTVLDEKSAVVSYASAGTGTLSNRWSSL
#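 Luminescent ATP detection (Kinase-Glo Plus) follows a 60-minute room-temperature incubation, with wells lacking PGK as controls. Buffer: 100 mM TEA (pH 7.6), 5 mM MgCl2, 0.01% Tween-20. Coupling enzyme GAPDH (100 nM final) supplies unstable 1,3-BPG in-well.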
# 12-LOX inh: Primary qHTS assay for inhibitors of human arachidonate 12S-lipoxygenase (ALOX12): Round 2 | Potency, µM (top dose mostly 108 µM), inactives show top-dose activity change, negative = inhibition, usual class: inhibitors | AID 1671190, 2021 | 580,000 tested, 1.1% active | purified 12hLO, xylenol orange hydroperoxide absorbance; further: on the % scale 0 is the no-effect control and ±100 the full control effect
#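 Purified human 12hLO at 150 nM in 25 mM Hepes, 0.01% Triton X-100, pH 7.0, preincubated 15 min at room temperature with compound. Reaction started with 40 uM arachidonic acid, 30 min at room temperature. Hydroperoxide measured by Fe-xylenol orange, 573/405 nm absorbance ratio.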
# GLS inhibitor: qHTS for Inhibitors of Glutaminase (GLS). Glutaminase kidney isoform, mitochondrial (Homo sapiens), O94925. GLS enzymatic activity, qHTS titration. Potency, µM (highest dose often 45.5 µM), for the others: at the highest dose activity change, negative = inhibition, usual class: inhibitors. 410,000 tested, 0.21% active. AID 624170, 2012; further: on the % scale 0 is the no-effect control and ±100 the full control effect
#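 Read-out is an Amplex red fluorescence increase coupled through glutamate oxidase and HRP, measured before and after 30 min room-temperature incubation. hKGA is in 45 mM KH2PO4 (pH 8.2) with 0.02% Tween-20; glutamine added as 1mM solution.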
# JMJD2A Tudor inh: qHTS Assay for Inhibitors of JMJD2A-Tudor Domain; Lysine-specific demethylase 4A (Homo sapiens), O75164; AlphaScreen JMJD2A-Tudor / H3K4me3 peptide binding; Potency, µM (top dose mostly 114 µM), for inactives: at the highest dose activity change, negative = inhibition, most hits filed as inhibitors; 390,000 tested, 4.4% active; AID 504339, 2011; further: on the % scale 0 is the no-effect control and ±100 the full control effect; nearly all actives have a fitted effect of over 50% in size
# RGS4 inhibitor: Inhibitors of Regulator of G Protein Signaling (RGS) 4: qHTS. Regulator of G-protein signaling 4 (Homo sapiens), P49798. Transcreener GDP fluorescence polarization, RGS4-accelerated GTP hydrolysis. AID 504845, 2011. 390,000 tested, 0.039% active. Potency, µM (doses to about 114 µM), for the others: at the highest dose activity change, negative = inhibition, usual class: inhibitors; further: on the % scale 0 is the no-effect control and ±100 the full control effect; nearly all actives have a fitted effect of over 75% in size; some results filed as inactive show a strong effect at the top dose
#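 MLSMR compounds (23 nl, pin-transferred) preincubated 10 min at room temperature with a 500nM (2x) first reagent, then RGS4 at 900nM (2x) plus Transcreener GDP mix added; fluorescence polarization (620/688 nm) read before and after 90 min at 30 °C.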
# ERG Ets-DNA blk: qHTS for Small Molecule Inhibitors of the ERG Ets/DNA interaction. Transcriptional regulator ERG (Homo sapiens), P11308. fluorescence polarization, His-ERG Ets domain / labelled DNA. Potency, µM (highest dose often 76.9 µM), inactives show top-dose FP activity, negative = inhibition, actives largely listed as inhibitors. 370,000 tested, 0.028% active. AID 624246, 2012; active means well fitted inhibition curve with a large enough effect in the polarisation, with a control signal flat; inconclusive means small, poorly fitted or top-dose-only effect, or effect the other way, or a change in a side signal; inactive means no such curve, though single readings can be large or run the other way; the % refers to the polarisation;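 further: polarization taken with two DNA probes labelled with fluorescein and Texas red; % of control where 0% means no effect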
# Target sequence (P11308 whole entry, looked up, the tested form may be a part): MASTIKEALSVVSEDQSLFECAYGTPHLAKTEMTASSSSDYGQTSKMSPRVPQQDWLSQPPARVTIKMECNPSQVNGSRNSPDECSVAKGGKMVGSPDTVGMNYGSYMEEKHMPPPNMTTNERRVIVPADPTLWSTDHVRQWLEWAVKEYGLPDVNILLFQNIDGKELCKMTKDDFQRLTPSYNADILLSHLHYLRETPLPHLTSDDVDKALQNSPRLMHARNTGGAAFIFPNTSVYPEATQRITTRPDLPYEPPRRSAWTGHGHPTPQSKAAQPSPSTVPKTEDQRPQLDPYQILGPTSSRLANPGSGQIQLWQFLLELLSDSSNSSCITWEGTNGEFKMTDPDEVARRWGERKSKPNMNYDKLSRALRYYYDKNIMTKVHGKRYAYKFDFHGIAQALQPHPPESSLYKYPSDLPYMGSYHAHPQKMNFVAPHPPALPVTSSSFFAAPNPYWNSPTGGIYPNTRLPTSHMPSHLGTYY
#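 His-tagged ERG Ets domain (1 uM in the protein solution; 300mM KCl, 50mM Tris-HCl, 1mM EDTA, 1mM DTT, pH 7.5) received compound, then a probe mix of 5 nM fluorescein-DNA and 100nM Texas-615-DNA. Fluorescence polarization was read for both dyes.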
# TrxR1 inh: qHTS Assay for Inhibitors of Mammalian Selenoprotein Thioredoxin Reductase 1 (TrxR1): qHTS. recombinant rTrxR1, NADPH fluorescence consumption, selenite substrate. Potency, µM (top dose mostly 114 µM), without a hit: at the highest dose activity change, negative = inhibition, most hits filed as inhibitors. 390,000 tested, 1% active; further: on the % scale 0 is the no-effect control and ±100 the full control effect; nearly all actives have a fitted effect of over 65% in size
#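 Rat TrxR1 (90 nM in the dispensed reagent) was pre-reduced with 400 uM NADPH for 5 min at room temperature, then incubated with compound for 15 min. After 400 uM selenite was added, NADPH fluorescence (Ex 340/Em 450 nm) was followed for 8 min.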
# Pin1 inhibitor: qHTS Assay to Find Inhibitors of Pin1. Peptidyl-prolyl cis-trans isomerase NIMA-interacting 1 (Homo sapiens), Q13526. Pin1 FP peptide displacement, HiFluor488, 10 min. Potency, µM (titrated, usually from 115 µM), for inactives: at the top dose activity, negative = inhibition, hits mostly inhibitors. 390,000 tested, 0.009% active; active means well fitted inhibition curve with a large enough effect in the polarisation, with a control signal flat, not every such curve was filed as active; inconclusive means small, poorly fitted or top-dose-only effect, or effect the other way, or a change in a side signal; inactive means no such curve, though single readings can be large or run the other way; the % refers to the polarisation; further: on the % scale 0 is the no-effect control and ±100 the full control effect
# HP1b chromo inh: HTS for Inhibitors of HP1-beta Chromodomain Interactions with Methylated Histone Tails; Chromobox protein homolog 1 (Homo sapiens), P83916; AlphaScreen HP1-beta / biotin-H3K9me3 peptide binding; Potency, µM (titrated, usually from 114 µM), for inactives: at the top dose activity change, negative = inhibition, hits mostly inhibitors; 390,000 tested, 0.56% active; AID 540317, 2011; further: nearly all actives have a fitted effect of over 70% in size; inactives centre near 23
# Target sequence (P83916 whole entry, looked up): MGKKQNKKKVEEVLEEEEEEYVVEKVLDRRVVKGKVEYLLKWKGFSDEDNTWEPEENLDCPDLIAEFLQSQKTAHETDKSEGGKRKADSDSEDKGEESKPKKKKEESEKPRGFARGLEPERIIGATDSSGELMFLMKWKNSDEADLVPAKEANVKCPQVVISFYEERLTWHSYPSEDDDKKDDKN
#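 AlphaScreen: HP1-beta (50 nM) preformed 30 min with biotin-H3(1-18)K9me3 peptide (50 nM) in PBS pH 7.4, 0.01% Tween-20. Compound added for 30 min at RT, then streptavidin donor/nickel chelate acceptor beads (10 ug/mL) for 30 min.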
# Starred values were filed as active, the others as inactive; i = inactive; ? = inconclusive; nt = no result given; & = joins results of further samples; [ ] = dose if it differs, or a comment. Unless noted, the call rests on the fitted dose curve; in most records, active means well fitted curve in the direction sought with a large enough effect; inconclusive means small, poorly fitted or top-dose-only effect, or another doubt; inactive means no such curve, though single readings can be large; an effect the other way counts as inactive or inconclusive. Potency means the concentration at half of the fitted maximal effect. Some of the compounds tested; the hit share may differ from the screen's.
SMILES,PGK inhibitor,12-LOX inh,GLS inhibitor,JMJD2A Tudor inh,RGS4 inhibitor,ERG Ets-DNA blk,TrxR1 inh,Pin1 inhibitor,HP1b chromo inh
O=c1[nH]c(=S)[nH]nc1Cc1ccc(Cl)c(Cl)c1,7%,6.3µM*,2%,-9%,-36%,-3%,-8%,-1%,31%
COc1ccc(Cl)cc1C(=O)Nn1cnc2ccccc2c1=O,-2%,-13%,3%,-4%,20%,nt,26%,0%,10%
Cc1ccc(OCc2nc(-c3ccccc3)no2)cc1,6%,-26%,-7%,-3%[11.4 µM],-18%[11.4 µM],-4%,6%,1%,83%[activator]
CCCn1nc(C(=O)N2CCc3ccccc3C2)c2ccccc2c1=O,-5%,-3%&0%,4%,-28%,-7%,0%,14%[57.1 µM],0%,14%
O=C(Cc1ccccc1)NCCc1csc2nc(-c3ccc(Cl)cc3)nn12,-3%,3%,5%,-13%,16%,0%,18%[57.1 µM],-2%,15%[57 µM]
CC(C)(C)NC(=O)CSc1nncn1NCc1ccccc1,5%,0%,7%,-7%,-6%,5%,5%[57.1 µM],0%,37%[activator]
NS(=O)(=O)c1ccc(CCNC(=O)c2ccc(CS(=O)(=O)c3ccc(Br)cc3)o2)cc1,i,6%,-6%,-2%,11%,-5%,27%,-6%,24%
CN(C)c1ccc(NC(=O)Cn2c(SCc3ccccc3F)nc3cccnc32)cc1,-6%,-17%,-1%,-14%,-21%,5%,-1%,3%,16%
Cc1ccc(NC(=S)Nc2cccnc2)c(S(=O)(=O)N2CCCCC2)c1,-4%,?,12%,-29%,-18%,3%,?,1%,3%
O=C(N[C@@H](Cc1ccccc1)C(=O)Nc1ccc(F)cc1)C1CCNCC1,i,-9%,-19%,-24%,-6%[11.4 µM],18%,10%,-1%,20%
Cc1cc(C)cc(OC(=O)COc2ccccc2C)c1,-8%,8%,-12%,171%[activator],-6%,0%,14%[2.29 µM],-3%,157%[activator]
c1csc(CNc2ccc3c(c2)OCCO3)c1,-1%,?,10%,?,12%,11%,?,-2%,3%
O=C(C1CCN(C2CCN(Cc3cccc4c3OCO4)CC2)CC1)N1CCOCC1,5%,2%,9%,-4%,-4%,11%,3%,1%,42%[activator]
CCOc1nc(OCC)c2[nH]c(C(=O)O)c(Br)c2n1,i,?,8%,25µM*,4%,nt,3%,-13%,-7%
CC(=O)NC(c1cc(Cl)c2ccccc2c1O)C(C)C (configuration not stated),-8%,-3%,3%,-7%,-31%,nt,20%,5%,47%[activator]
CCn1c2ccccc2c2cc(NC(=O)CSc3nnc(-c4ccccc4)o3)ccc21,-4%,5%,3%,-13%,-6%,2%,11%,?,27%
Cc1ccc2c(Sc3ccccc3)c(C(=O)NCc3ccccc3F)[nH]c2c1,-5%,-15%,5%,?,-6%,-1%,8%,-1%,11%
CC(C)Oc1ccc(CCC(=O)NNC(=O)CCC(=O)O)cc1,4%,9%,6%,3%,0%,8%,10%,3%,20%[57 µM]
COc1ccccc1-c1cc(C(=O)NCCN2CCOCC2)no1,-6%,19%,4%,-8%,7%,-1%,30%[57.1 µM],-1%,8%
CC(Oc1ccc2c(-c3ccccc3)cc(=O)oc2c1)C(=O)O (configuration not stated),nt,-20%,9%,-26%,14%,nt,-1%,6%,8%
CCOC(=O)CNC(=O)CSc1nnc(NC(=O)c2ccccc2Cl)s1,-9%,-1%,-6%,1%,-19%,-7%,13%[57.1 µM],-4%,25%
CCCCOc1ccc(-c2ncc(C(=O)OCC)c(N)n2)cc1,3%,3%,1%,-3%,-19%,0%,11%,-3%,47%
O=C(O)C1CC=CCC1C(=O)Nc1cc(Cl)ccc1Cl (configuration not stated),-7%,36%[activator],2%,-4%[57.1 µM],-14%[11.4 µM],5%,18%[57.1 µM],-8%,25%
CCOc1ccc(NC(=O)c2ccc3c(c2)OCCO3)cc1S(=O)(=O)N(CC)CC,0%,?,2%,-21%,7%,-1%,-1%,0%,30%
COC(=O)c1c(NC(=O)/C=C/c2ccc(OC)c(OC)c2)sc2c1CCC2,-7%,-19%,-6%,-11%,8%,0%,7%,-2%,1%
SMILES,PGK inhibitor,12-LOX inh,GLS inhibitor,JMJD2A Tudor inh,RGS4 inhibitor,ERG Ets-DNA blk,TrxR1 inh,Pin1 inhibitor,HP1b chromo inh
COc1ccccc1OCc1nnc(SCC(=O)N2CCCCC2)n1-c1ccccc1,2%,-23%,0%,2%,7%,12%,-8%,0%,40%[activator]
CCOC(=O)C(/C(C)=N/NC(=O)C1CC1c1ccccc1)C(C)C (configuration not stated),-4%,-16%,13%,-18%,11%,-7%,10%,-6%,32%
COCCNC(=O)C1c2ccccc2C(=O)N(CCOC)C1c1ccc(F)cc1 (configuration not stated),0%,3%,-2%,4%[57.1 µM],10%[56.9 µM],-1%,-3%,3%,43%[activator]
Cc1cc(N/C(=N\S(=O)(=O)c2ccc(Cl)cc2)c2ccc(F)cc2)no1,i,0%,-1%,-17%,-43%,6%,11%,5%,20%
Nc1c(/C=C2\C=Nc3ccccc32)c(=O)nc2sc(CC(=O)N3CCOCC3)nn12,8%,-28%,7%,19%,-3%,11%,12%,-4%,53%[activator]
C/C=C(\C)C(=O)NCCN1C2=NC[C@@H](C)N2C[C@@H]1Cc1ccc(OC)cc1,i,-7%,-4%,-14%,0%,-3%,6%,-5%,44%[activator]
OCCN(Cc1nc(-c2ccc3c(c2)OCO3)no1)Cc1cccs1,-1%,-8%,-1%,-9%,5%,2%,6%,-8%,24%
COc1ccc(S(=O)(=O)N2CCOC2CNC(=O)C(=O)NCc2ccncc2)cc1OC (configuration not stated),4%,105%[activator],7%,-1%,3%,13%,4%,-1%,31%
COc1cccc(Cn2c(=O)n(CCc3ccccc3)c(=O)c3c2c2cc(OC)ccc2n3C)c1,-3%,-29%,4%,3%,11%,0%,15%,1%,29%
O=C(CC(C(=O)O)c1ccc(Cl)cc1)c1ccc(Cl)c(Cl)c1 (configuration not stated),i,-13%,-13%,-9%,-21%,-2%,6%[57.1 µM],-3%,-26%
CN(Cc1ccccc1)S(=O)(=O)c1ccc(Cl)c(C(=O)NCCc2ccccn2)c1,i,0%,-6%,-10%,-15%,-6%,6%[57.1 µM],-1%,29%
Cc1cc2c(C)ccc(C)c2nc1SCC(=O)c1cccs1,-9%,-2%,nt,45%[activator],-33%,-3%,-4%,?,107%[activator]
COc1ccc(CCN(C)C2CCCN(C(=O)c3sccc3C)C2)cc1OC (configuration not stated),-7%,0%,-9%,-14%,7%,-11%,2%[57.1 µM],3%,19%
N#CCCN1CCCc2cc(N=Nc3ccc(C(F)(F)F)cc3)ccc21,i,?,0%,13µM*,-9%,1%,-7%,3%,11µM*
Cc1ccc(C#N)c(SCc2ccccc2F)n1,-3%,-7%,-15%,208%[activator],-7%,-11%[15.4 µM],7%[11.4 µM],?,264%[activator]
COc1ccc(C(=O)NCc2nnc(SCC(=O)Nc3ccc4c(c3)OCO4)o2)cc1,6%,1%,-2%,-15%,-15%,7%,23%,-3%,44%[activator]
O=C(Nc1sc2c(c1C(=O)NCC1CCCO1)CCC2)c1cc(=O)c2cc(Cl)ccc2o1 (configuration not stated),-7%,-13%,2%,-7%,12%,0%,17%,16%,11%
CCC(=O)Nc1ccc(C(=O)Nc2ccc3c(c2)C(=O)N(CC2CCCO2)C3=O)cc1 (configuration not stated),2%,75%[activator],1%,-7%,3%,-4%,39%,7%,34%
CCc1ccc(S(=O)(=O)Nc2ccc(O)c3c(=O)cc(-c4ccccc4Cl)oc23)cc1,6%,4%,28%,?,11%,4%,11%,?,20%
CC(=O)Nc1ncc(Sc2ccc([N+](=O)[O-])cc2)s1,7%,-3%,4%,-10%,-1%,4%,-12%,4%,28%
CCCCC(=O)Nc1cccc(-c2cn3ccccc3n2)c1,-5%,?,5%,?,11%,nt,14%,0%,27%
COc1ccc(CCN2CC(C(=O)OCc3ccccc3Cl)CC2=O)cc1OC (configuration not stated),-1%,-7%,10%,-15%,10%,15%,13%[57.1 µM],0%,21%
COc1cc(C2C(C(=O)Nc3ccc(C)cc3C)=C(C)Nc3nc(SCc4ccccc4)nn32)cc(OC)c1OC (configuration not stated),10%,-1%,2%,-12%,23%,-1%,2%,-1%,34%[activator]
CC(=O)CCc1oc2ccccc2c1-c1ccccc1,-2%,0%,-3%,76%[activator],1%,9%,-6%[57.1 µM],-4%,98%[activator]

# Some entries already given, showing only GLS inhibitor, HP1b chromo inh and TrxR1 inh:
SMILES,GLS inhibitor,HP1b chromo inh,TrxR1 inh
COc1ccc(S(=O)(=O)N2CCOC2CNC(=O)C(=O)NCc2ccncc2)cc1OC (configuration not stated),7%,31%,4%
COc1cccc(Cn2c(=O)n(CCc3ccccc3)c(=O)c3c2c2cc(OC)ccc2n3C)c1,4%,29%,15%
